High-throughput results from PubChem BioAssay.
GlmU inhibition: inhibition of mycobacterial GlmU enzyme – biochemical, glucosamine-1-phosphate acetyltransferase (AID 1376); Bifunctional protein GlmU (Mycobacterium tuberculosis (strain ATCC 25618 / H37Rv)); M. tuberculosis GlmU acetyltransferase enzyme assay; higher % means a stronger effect; inhibition, %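 (tested at 30 µM in the primary screen)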; hits with a dose series show IC50 in µM; 220,000 compounds, 0.25% hits; in the data active = inhibition above about 13%;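 also: 0% = complete reaction with vehicle and 100% = reaction without substrate; strong numbers were not always called active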
RmlCD inh 1536: M. tuberculosis RmlC/RmlD coupled enzyme inhibitors, primary screen, biochemical, compound mixtures, 384-well, from 1536-well plates | dTDP-4-dehydrorhamnose reductase (Mycobacterium tuberculosis (strain ATCC 25618 / H37Rv)) … | RmlC+RmlD coupled enzyme assay, percent inhibition; primary screen in compound mixtures | inhibition, % at 3.6 µM | 160,000 compounds, 0.03% hits; in the data active = inhibition mostly above about 34%, no sharp cut-off; also: some results filed as inactive read as strong as hits
Target sequence (P9WH09 whole entry, looked up): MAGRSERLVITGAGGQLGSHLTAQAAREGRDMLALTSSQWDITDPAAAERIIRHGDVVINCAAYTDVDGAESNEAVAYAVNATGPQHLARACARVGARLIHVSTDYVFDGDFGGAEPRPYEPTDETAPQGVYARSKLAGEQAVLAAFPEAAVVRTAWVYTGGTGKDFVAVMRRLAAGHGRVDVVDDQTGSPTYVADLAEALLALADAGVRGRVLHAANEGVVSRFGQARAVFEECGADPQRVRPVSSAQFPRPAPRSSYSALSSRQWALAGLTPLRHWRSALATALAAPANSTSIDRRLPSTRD
Target sequence (P9WH11 whole entry, looked up): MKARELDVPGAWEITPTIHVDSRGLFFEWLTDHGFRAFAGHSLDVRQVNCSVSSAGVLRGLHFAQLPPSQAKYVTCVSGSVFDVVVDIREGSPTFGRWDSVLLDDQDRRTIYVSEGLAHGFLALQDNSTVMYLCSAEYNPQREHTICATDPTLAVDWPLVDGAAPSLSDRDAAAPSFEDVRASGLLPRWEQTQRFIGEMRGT
Active calls of the source: *; / = not tested or not shown. Some of the compounds tested; the hit share may differ from the screen's.

SMILES	GlmU inhibition	RmlCD inh 1536
NC(=O)COC(=O)c1cc(-c2cccs2)nn1-c1ccccc1	1.1%	-9
CC(C)(C)SCCNC(=O)/C=C/c1ccc(F)cc1	-4.1%	/
S=c1[nH]c2ccc(Cl)cc2s1	-1.6%	/
O=[N+]([O-])c1ccc(/C=N/n2c(CO)nc3ccccc32)s1	0.9%	16
CC1CCN(S(=O)(=O)c2cccc(C(=O)O)c2)CC1	2.0%	/
CCOc1ccc2nc(NC(NC(C)=O)(C(=O)OC)C(F)(F)F)sc2c1 (stereo not given)	3.5%	9
Cc1cc(N/N=C/c2ccc3c(c2)OCO3)nc2ccccc12	-1.9%	7
COc1ccc(N2C(=O)C3C4C=CC(CC4)C3C2=O)c([N+](=O)[O-])c1 (stereo not given)	-4.6%	/
CCOC(=O)c1sc2ncn(/N=C/N(C)C)c(=O)c2c1C	1.0%	7
O=C(c1ccc2c(c1)OCO2)N1CCN=C1SCc1cccnc1	11%	/

Record cards, as listed above. Order of screens: GlmU inhibition, RmlCD inh 1536
Record of O=[N+]([O-])c1ccc(/C=N/n2c(CO)nc3ccccc32)s1 → 0.9%, 16
Record of CCOc1ccc2nc(NC(NC(C)=O)(C(=O)OC)C(F)(F)F)sc2c1 (stereo not given) → 3.5%, 9
Record of NC(=O)COC(=O)c1cc(-c2cccs2)nn1-c1ccccc1 → 1.1%, -9
Record of O=C(c1ccc2c(c1)OCO2)N1CCN=C1SCc1cccnc1 → 11%, /
Record of S=c1[nH]c2ccc(Cl)cc2s1 → -1.6%, /

(continued)
SMILES	GlmU inhibition	RmlCD inh 1536
O=C1N/C(=N\N=C\c2cccs2)SC1Cc1ccc(Cl)cc1Cl (stereo not given)	1.6%	-10
N#Cc1ccc(COC(=O)c2ccccn2)cc1	-3.9%	4
CCOC(=O)c1ccc(NC(=O)C2(c3ccc(Cl)cc3)CCCC2)cc1	3.1%	/
COCCNc1nc2nonc2nc1NC(C)c1ccccc1Cl (stereo not given)	1.6%	-7
Cc1ccccc1/C=N/n1c(-c2ccccn2)n[nH]c1=S	1.8%	/
Cc1ccc(NC(=S)N2CCN(C)CC2)c(C)c1	-2.5%	/
CCOC(=O)C1=NNC2C(=O)N(C3CCCCC3)C(=O)C12 (stereo not given)	-1.4%	2
Cc1ccc(N2C(=O)Nc3ccc(Br)cc3C2(O)C(=O)NCCCN(C)C)cc1C (stereo not given)	1.3%	-5
O=C(NC1CCCCCCC1)C1CCN(S(=O)(=O)N2CCCC2)CC1	-4.2%	/
Cc1c(Cl)cccc1N1C(=O)c2ccccc2C1=O	4.6%	12
CC(C)NS(=O)(=O)c1ccc(OCC(=O)Nc2ccc3c(c2)OCO3)cc1	2.5%	9
Cc1cccc(-n2cc(-c3ccc([N+](=O)[O-])cc3)[nH]c2=S)c1	-2.1%	3
CCOC(=O)Cn1cncc1-c1ccc([N+](=O)[O-])cc1	0.3%	6
CC(C)N(Cc1ccccc1)C(=S)Nc1cccnc1	9.5%	-8
COC(=O)/C=C/c1c(C)[nH]c(=O)[nH]c1=O	2.4%	11
COc1ccc(OC)c(S(=O)(=O)Nc2ccc(F)cc2)c1	-1.9%	/
Cc1nc2cncc(Br)c2n1C	-2.3%	-7
O=S(=O)(Nc1ncccn1)c1ccc(Nc2ncnc3ccccc23)cc1	-4.2%	-13
CC(C)Oc1ccc(C(=O)NCc2ccco2)cc1	5.3%	/
O=c1ccc(Oc2nc(N3CCCCC3)nc(N3CCCCC3)n2)n[nH]1	0.3%	/
O=C(O)CCC(=O)Nc1ccc(N2CCOCC2)cc1	1.4%	/
Cc1ccc2c(c1)[C@@H](O)C[C@@H](C)N2N=O	-0.1%	-11
CCN(C(=O)COC(=O)/C=C/c1cccc([N+](=O)[O-])c1)c1ccccc1	-2.5%	4
COc1ccc(-c2nc3n(n2)C(=O)CC(c2ccco2)S3)cc1 (stereo not given)	2.8%	/
C[C@@]1([C@@H](NC(=O)c2cccs2)c2ccc(-c3ccccc3)cc2)C[C@H]1C1CCCCC1	0.6%	/
CN(C)CCn1c(N)nc2ccccc21	12%	-8
COc1cccc(NC(=O)CSc2nnc(Cc3cccs3)n2-c2ccc(C)cc2)c1	-3.2%	1
Cc1occc1-c1nnc(SCC(=O)c2c[nH]c3ccccc23)n1C	-0.2%	-9
O=C(Nc1ccc(S(=O)(=O)NC2CCCCC2)cc1)c1ccco1	2.4%	/
CCC(=O)N(Cc1cc(=O)[nH]c2ccccc12)c1ccccc1C	0.0%	-15
Cc1ccccc1C(=O)N/N=C/c1ccc(Sc2ccccn2)o1	1.2%	-5
COc1ccc(OC)c(NC(=O)CN2C(=O)NC3(CCOc4ccccc43)C2=O)c1 (stereo not given)	3.0%	33
Cc1sc2nc(CSCC(=O)Nc3ccc(OC(F)F)cc3)[nH]c(=O)c2c1C	-2.6%	-1
O=C(c1c[nH]c2ccccc12)C(F)(F)F	-4.5%	5
COc1ccc(Nc2nc(N)nc(CN3CCN(c4ccc(F)cc4)CC3)n2)cc1	2.0%	-9
O=C(O)c1cccc(CSc2n[nH]c(-c3ccc(Cl)cc3Cl)n2)c1	2.5%	-14
COc1ccc(-c2noc(-c3cccc(OC)c3OC)n2)cc1OC	-3.0%	3
COC(CNS(=O)(=O)c1ccc(S(=O)(=O)N2CCCC2)cc1)OC	0.1%	-4
COc1cccc(N=c2oc3c(C)ncc(CO)c3cc2C(N)=O)c1	3.6%	/
COC(=O)c1cc(C)nc(N)c1C#N	-1.6%	-7

The final 2 compounds of the part above open the next one.
SMILES	GlmU inhibition	RmlCD inh 1536
COc1cccc(N=c2oc3c(C)ncc(CO)c3cc2C(N)=O)c1	3.6%	/
COC(=O)c1cc(C)nc(N)c1C#N	-1.6%	-7
Cc1ccc(N2C(=O)C3C(C2=O)C(C(=O)c2ccc(Cl)cc2)N2CCCC32)cc1 (stereo not given)	-5.4%	4
O=C(CCCC(=O)Nc1cccnc1)Nc1cccnc1	0.3%	-3
COC(=O)C1CC(O)CN1S(=O)(=O)c1cccs1 (stereo not given)	-2.4%	9
CC(C)n1c2ccccc2c2cc([N+](=O)[O-])ccc21	0.2%	/
CCCCN(CCCC)CCCNC(=O)CC1Oc2ccc(C)cc2NC1=O (stereo not given)	1.2%	8
CCC(C)(C)NC(=O)C(c1cccc(OC)c1)N(C(=O)c1ccn[nH]1)c1cccc(OC)c1 (stereo not given)	-5.3%	14
COc1ccccc1NC(=O)N1CCN(c2ccnc3cc(Cl)ccc23)CC1	1.1%	100
Cc1ccc(/C=N/NC(=S)NCCc2ccccc2)s1	3.8%	6
COC(=O)c1cc(C(=O)OCC(=O)N(C)C2CCS(=O)(=O)C2)cc([N+](=O)[O-])c1 (stereo not given)	8.4%	-5
Cc1ccc(NC(=O)Nc2cccs2)cc1	-3.2%	-4
CCOC(=O)C(C)c1c(C(=O)c2ccc(C)nc2)c2ccccc2n1C (stereo not given)	5.0%	-11
CCCN1C(=O)C(O)(C/C(C)=N/O)c2ccccc21 (stereo not given)	-1.1%	/
COCCN(CC(=O)NCC1CCCO1)C(=O)CCC(=O)Nc1cc(C)on1 (stereo not given)	-0.4%	-3
COc1cc(NC(=O)C/C(C)=N/NC(=O)c2cccc(O)c2)c(OC)cc1Cl	-7.3%	-10
Cc1oc(-c2ccccc2Cl)nc1CN1CCCN(C(=O)c2ccco2)CC1	3.5%	-7
CNC(=O)Cc1nc2ccccc2n1CC(=O)Nc1cc(C)cc(C)c1	4.0%	-9
O=C(c1ccccc1)N1CCCC(C(=O)N2CCCCCC2)C1 (stereo not given)	4.8%	-7
Cc1ccc(SCc2[nH]nc3c2C2(CCSCC2)C(C#N)=C(N)O3)cc1	1.8%	/
CCCCC(CCC(=O)O)(C(=O)OCC)c1csc(Nc2ccccc2)n1 (stereo not given)	-3.7%	-14
Clc1ccc2[nH]c3c(NCC4CCCO4)ncnc3c2c1 (stereo not given)	2.3%	5
COC(=O)/C=C1\SC(N2CCOCC2)=C(c2ccc(OC)cc2)C1=O	4.1%	/
COCCn1c(C)cc(C(=O)COC(=O)c2n[nH]c3ccccc23)c1C	1.8%	11
COC(=O)c1cc(NC(=O)c2ccccc2)c(=O)oc1/C=C/Nc1ccc(Oc2ccccc2)cc1	0.7%	3
C=CCNC(=S)N/N=C(\C)c1cccc(NC(C)=O)c1	0.2%	-8
CC(=O)OC(C(=O)NC1CCCCC1)c1cccc(C)c1 (stereo not given)	3.4%	-10
COc1ccccc1NC(=S)NCC1CCC(CNC(=S)Nc2ccccc2OC)CC1 (stereo not given)	2.2%	9
CC1CCCCC1NC(=O)COC(=O)c1c2c(nc3ccccc13)/C(=C/c1ccco1)CC2 (stereo not given)	-0.5%	-1
COc1ccc(NC(=O)CSc2ccccc2)c([N+](=O)[O-])c1	0.9%	-7
Cc1cccc(C(=O)NCCc2nnc(SCC(=O)Nc3nc(C)cs3)n2C)c1	-0.2%	-8
CCC1(C)Cc2c(sc3nc(SC)nc(N)c23)CO1 (stereo not given)	-5.5%	/
O=C(CCS(=O)(=O)c1ccc(Cl)cc1)OCC(=O)N1CCCCC1	-0.5%	/
CC(C)CCNC(=O)Cn1c2c(c(-c3ccccc3Cl)cc1=O)CCC2	4.6%	-8
O=C(/C=C/c1cc2ccccc2o1)c1ccccc1O	-0.6%	-11
CC(C)(C)n1ncc2c(=O)n(CC(=O)Nc3ccc(Cl)cc3)cnc21	-2.1%	5
O=c1oc2ccccc2n1Cc1ccccc1	-3.6%	5
CCSc1nnc(NC(=O)Nc2cccc(C)c2)s1	/	26
Cc1cc(C(F)(F)F)nc(NCc2cccnc2)n1	-0.2%	-1
O=c1c(C=Nc2cccc(C(F)(F)F)c2)c[nH]n1-c1cccc(Cl)n1	-7.2%	7
CCOP(=O)(c1c(F)c(F)c(F)c(F)c1F)C(O)c1ccccc1 (stereo not given)	0.2%	-4
COc1ccc(N2CCN(C(=O)c3ccc4c(c3)OCO4)CC2)cc1	/	5
CC(=O)OCC1=C(C(=O)O)N2C(=O)C(NC(=O)Cn3nc(C(F)F)c(Cl)c3C)C2SC1 (stereo not given)	-7.0%	5
c1ccc(-c2[nH]c[n+](CC3CO3)c2-c2ccccc2)cc1 (stereo not given)	-5.9%	-2
Cn1c(C(=O)N2CCC(C(N)=O)CC2)cc2c(=O)n(C)c3ccccc3c21	-1.8%	8
Cc1ccc(Cn2c(SCC(=O)Nc3cc(C)on3)nc3ccccc3c2=O)cc1	4.4%	4
O=C(NCc1ccco1)C1CCN(S(=O)(=O)N2CCOCC2)CC1	-0.5%	-17
O=C1C=C(N(CCO)Cc2ccccc2)c2ccccc2C1=O	-0.3%	-6
Cc1ccc(-n2nc(C(=O)c3ccccc3)n3c(=O)cc(-c4ccccc4)nc23)cc1	-4.5%	7
CSc1nsc(SC)c1CO	-3.5%	-9
O=C(Nc1nccs1)C1(c2ccc(Cl)cc2)CC1	1.0%	-1
CC(=O)Nc1ccc(S(=O)(=O)N2CCN(Cc3cccc([N+](=O)[O-])c3)CC2)cc1	-0.4%	-10

The list goes on; the last 3 above are carried over.
SMILES	GlmU inhibition	RmlCD inh 1536
CSc1nsc(SC)c1CO	-3.5%	-9
O=C(Nc1nccs1)C1(c2ccc(Cl)cc2)CC1	1.0%	-1
CC(=O)Nc1ccc(S(=O)(=O)N2CCN(Cc3cccc([N+](=O)[O-])c3)CC2)cc1	-0.4%	-10
Cc1c(Cl)c([N+](=O)[O-])nn1CC(=O)NCc1cccnc1	2.7%	10
CCOc1ccc(OCc2cccc(C(=O)N3CCCC3)c2)cc1	3.2%	/
CN(/C(=N\S(=O)(=O)c1ccccc1)C(F)(F)F)c1ccccc1	-0.1%	27
CC(=O)OC[C@H]1O[C@@H](Sc2cccc3cccnc23)[C@H](OC(C)=O)[C@@H](OC(C)=O)[C@H]1OC(C)=O	-1.8%	-3
O=C1N(c2ccccc2)C(=Nc2ccccc2)SC12CC2	-4.4%	3
O=C(Cc1ccccc1)NC1CCN(S(=O)(=O)c2ccc(C(=O)O)cc2)CC1	4.5%	15
CC(=O)c1c(C(C)=O)c(C)n(NC(=O)c2ccncc2)c1C	1.4%	-7
CN(C)CC(C)(C)CNS(=O)(=O)c1cccc2nsnc12	4.7%	/
COc1cc(C(=O)NCCCNc2ccc([N+](=O)[O-])cc2)cc(OC)c1OC	-2.3%	2
NCC(O)(c1ccc(Cl)cc1)c1ccc(Cl)cc1	-5.1%	/
CCCSc1nsc(NC(=O)CC)n1	1.4%	-14
O=C(NCCC1=CCCCC1)c1ccc2c(=O)n3c(nc2c1)CCCCC3	-7.0%	21
CCCc1nc(SCC(=O)N2c3ccccc3CC2C)c2c(C)c(C)sc2n1 (stereo not given)	1.3%	-4
CCNC(=O)C/C(C)=N/NC(=O)C(=O)Nc1ccc(CC)cc1	9.7%	2
CS(=O)(=O)c1ccc2nc(NC(=O)c3ccco3)sc2c1	9.0%	/
CCN(CC)S(=O)(=O)c1ccc2oc(C(=O)NCc3ccc(F)cc3)c(C)c2c1	-5.4%	-2
Cc1ccc(-n2nnnc2SC(C)C(=O)Nc2ccccc2-c2ccccc2)cc1 (stereo not given)	-0.5%	2
CNC(=O)c1ccccc1NC(=O)c1ccco1	3.2%	/
